MOR-DOR inv ag: inverse agonists of human mu-delta opioid receptor heterodimerization; P35372+P41143; cell-based MOR-DOR heterodimer luminescence, inverse agonism; inhibition, % at 9.3 µM; 0.21% of 340,000 active; AID 504357; in the data active = inhibition above about 22%, passing the limit was not always enough;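 note: 0% = cells with DMSO and 100% = wells without cells with DMSO; values of inactives mirror those of a sister screen read the other way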
Target sequence (P35372 whole entry, looked up): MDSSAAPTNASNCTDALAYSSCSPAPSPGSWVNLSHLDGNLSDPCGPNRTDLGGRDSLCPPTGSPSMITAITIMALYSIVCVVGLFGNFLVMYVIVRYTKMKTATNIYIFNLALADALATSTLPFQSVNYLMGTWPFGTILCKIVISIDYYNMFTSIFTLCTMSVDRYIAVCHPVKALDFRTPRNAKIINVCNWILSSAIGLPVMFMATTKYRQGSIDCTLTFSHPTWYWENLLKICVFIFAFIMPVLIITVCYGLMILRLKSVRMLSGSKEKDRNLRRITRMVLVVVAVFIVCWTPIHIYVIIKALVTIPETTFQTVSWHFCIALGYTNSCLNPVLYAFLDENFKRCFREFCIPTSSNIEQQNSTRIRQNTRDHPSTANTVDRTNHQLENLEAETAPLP
Target sequence (P41143 whole entry, looked up): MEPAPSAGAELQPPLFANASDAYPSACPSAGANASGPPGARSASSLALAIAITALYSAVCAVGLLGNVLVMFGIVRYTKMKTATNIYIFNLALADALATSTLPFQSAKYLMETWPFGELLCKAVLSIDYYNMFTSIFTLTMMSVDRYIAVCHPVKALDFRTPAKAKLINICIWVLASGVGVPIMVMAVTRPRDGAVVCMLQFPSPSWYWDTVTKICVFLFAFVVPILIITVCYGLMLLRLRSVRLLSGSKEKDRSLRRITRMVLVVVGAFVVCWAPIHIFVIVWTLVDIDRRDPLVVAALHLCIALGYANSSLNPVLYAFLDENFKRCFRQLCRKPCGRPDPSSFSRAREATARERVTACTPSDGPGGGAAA
CAL-PDZ inh HTS: CAL PDZ (human) peptide binding inhibition; Q9HD26; purified CAL PDZ, TMR-peptide fluorescence polarization, 1 h; inhibition, % at 24.9 µM; 0.92% of 300,000 active; AID 602252;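 active = mean inhibition of at least 30% with at least half of replicates also reaching 30%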;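 note: 0% = DMSO neutral control and 100% = excess unlabeled competitor peptide PRC23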
HTR5A ag ctr: counter-screen for OPRM1-OPRD1 agonists: human HTR5A agonism; P47898; HTR5A agonist assay, luminescence, cell-based; activation, % at 9.3 µM; 0.61% of 340,000 active; in the data active = activation mostly above about 9.5%, no sharp cut-off; inactive = mostly below about 7.6%;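 note: 0% = cells with vehicle only and 100% = reference agonist; strong numbers were not always called active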
HTR5A inv ag: counter-screen for OPRM1-OPRD1 inverse agonists: human HTR5A inverse agonism; HTR5A cell line, luminescence; 0.083% of 340,000 active; P47898; inhibition, % at 9.3 µM; in the data active = inhibition mostly above about 23%, no sharp cut-off; inactive = mostly below about 18%;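 note: 0% = cells with DMSO and 100% = no-cell wells with DMSO; some compounds called inactive have numbers as strong as hits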
Keap1-Nrf2 PPI: Keap1-Nrf2 (human) interaction inhibition; Q14145; Keap1 Kelch-Nrf2 peptide fluorescence polarization, 1536-well; inhibition, % at 9.4 µM; 0.15% of 340,000 active; AID 504523; in the data active = inhibition above about 12%;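 note: human Keap1 Kelch domain with fluorescein labeled Nrf2 9mer peptide probe; 0% = neutral control wells and 100% = peptide positive control; higher means more block of Keap1 binding to Nrf2 peptide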
Cardiac RTF inh: cardiac RTF calcium desensitization; IANBD-labeled cardiac RTF, Ca2+ fluorescence; 0.12% of 340,000 active; inhibition, % at 7.15 µM; P19429+P45379;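 active = inhibition above the mean inhibition of all tested compounds plus 3 SD, cut at about 17% in these data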;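 note: assay run at fixed EC70 calcium of 1.6 mM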
RTF Ca sens act: increases calcium sensitivity of human cardiac regulated thin filaments; IANBD-labeled TnC RTF fluorescence at EC20 calcium; 0% EC20 calcium, 100% full calcium; AID 493008; 0.24% of 340,000 active; activation, % at 7.2 µM;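 active = activation above the mean over all tested compounds plus 3 SD, cut at about 30% in these data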;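 note: rise in fluorescence read as greater calcium sensitivity of cardiac thin filaments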
V-ATPase pH: yeast V-ATPase proton transport regulation by pHLuorin; 0.37% of 350,000 active; S. cerevisiae, pHLuorin cytosolic pH fluorescence; response, % at 10 µM; in the data active = response mostly above about 7.3%, no sharp cut-off; inactive = mostly below about 5.4%; note: actives read high; inactives centre near 0; some compounds called inactive have numbers as strong as hits; reference of the scale not given here
C-LANA FP: inhibitors of KSHV LANA C-terminal domain DNA binding | inhibition, % at 9 µM | MBP-C-LANA/FAM-LBS DNA binding, fluorescence polarization | 0.078% of 340,000 active;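 active = highest replicate inhibition at or above 60% at 9 µM, even if other replicates fall short; inactive = all replicates below 60% inhibition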;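 note: 0% = neutral control wells and 100% = 4 µM acridine orange control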
MOR-DOR ag: OPRM1-OPRD1 heterodimerization agonism; cells, luminescence; activation, % at 9.3 µM; 0.3% of 340,000 active; in the data active = activation above about 18%;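 note: 0% = vehicle-treated cells and 100% = reference agonist; values of inactives mirror those of a sister screen read the other way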
An asterisk follows results filed as active; . = no result given.

SMILES | MOR-DOR inv ag | CAL-PDZ inh HTS | HTR5A ag ctr | HTR5A inv ag | Keap1-Nrf2 PPI | Cardiac RTF inh | RTF Ca sens act | V-ATPase pH | C-LANA FP | MOR-DOR ag
COc1ccccc1CNC(=O)CN1CCN(S(=O)(=O)c2cccs2)CC1 | 8 | -7 | 2 | -5 | 0 | -3 | -8 | 0 | 1.0 | -1.4
O=C(CSc1nnc(COc2cccc3ccccc23)o1)N1c2ccccc2CCc2ccccc21 | 15 | -2 | -1 | 1 | 3 | -12 | 3 | -1 | 0.5 | -2.6
COCCn1cnnc1SCC(=O)Nc1cc(OC)c([N+](=O)[O-])cc1C | -2 | 1 | 2 | -5 | 0 | -8 | -4 | 2 | -1.2 | 0.4
CCCN(c1ccccc1F)S(=O)(=O)c1cc(-c2cc(C)no2)ccc1OC | 21 | -2 | 4 | 7 | 1 | 7 | -4 | -3 | -0.3 | -4.1
CNc1nc(Oc2ccccc2C(=O)OC)nc(SC)n1 | 8 | -1 | -6 | 15 | 1 | 0 | -1 | 0 | -0.1 | -1.7
COc1cccc(/C=C2/C(=O)NN(c3ccc(C)c(C)c3)C2=O)c1 | -2 | -3 | -1 | 3 | -5 | -10 | 2 | -4 | -1.0 | 0.5
Cc1cc(C)c(/C=C(\C#N)C(N)=S)c(C)c1 | 5 | 1 | 2 | -6 | 3 | -12 | 2 | 3 | -0.8 | -0.7
CCOc1ccccc1Nc1ccc(C(=O)O)cc1N | 7 | 7 | -2 | 7 | -2 | -4 | 0 | 2 | 0.6 | -1.5
Cc1ccc(NC(=O)CC(C(=O)O)c2ccccc2)cc1 (configuration not stated) | 15 | 7 | 4 | -6 | -3 | -8 | 9 | -2 | 0.5 | -3.3
CC(=O)Nc1sc(C)c(C)c1C(=O)OC(C)C | -3 | -8 | -4 | 13 | 4 | -11 | 0 | 3 | 1.0 | 0.5
COc1ccc(C(=O)/C=C/NCc2ccc(F)cc2)cc1OC | 13 | -3 | 1 | -6 | -6 | 2 | 2 | 3 | 0.4 | -2.5
CC(=O)Nc1ccc(S(=O)(=O)Nc2nccs2)cc1 | 15 | 0 | -2 | 9 | -1 | 3 | 5 | 1 | -1.7 | -3.0
O=C(Nc1cnn(Cc2ccc(F)cc2)c1)c1cnn2c(C(F)F)cc(-c3ccccc3)nc12 | 17 | 0 | 4 | -11 | 0 | 6 | 0 | 3 | 0.7 | -3.2
Cc1cc(C)c(C(=O)OCc2csc(CC(=O)Nc3ccccc3C)n2)c(C)c1 | -11 | -3 | -2 | 2 | -4 | 0 | -1 | -1 | 1.4 | 1.7
CNC(=O)c1ccsc1NC(=O)CS(=O)(=O)c1ccccc1 | 11 | -1 | 4 | -16 | 1 | -13 | 1 | 2 | 1.5 | -1.6
O=S(=O)(Nc1nc2ccccc2nc1NCCN1CCOCC1)c1cccc(Cl)c1 | -3 | -2 | -1 | 2 | 3 | 0 | -5 | 1 | -2.4 | 0.5
Cn1c(CS/C(N)=N/N=C/c2ccccc2)c(Br)c(=O)n1-c1ccccc1 | 9 | -5 | 4 | -10 | -6 | -25 | 15 | 2 | -1.0 | -1.7
O=C(NN1C(=O)c2ccccc2NC1c1ccccn1)c1ccc(Br)cc1 (configuration not stated) | -29 | 8 | 14 | -37 | -4 | -6 | -12 | -7 | -5.2 | 4.9
CCNC(=S)NC1CC2CCCC(C1)N2Cc1ccco1 (configuration not stated) | 3 | 0 | 2 | -6 | 0 | -4 | 0 | -5 | -1.4 | -0.5
COCCn1c(SCC(=O)Nc2ccc(C(C)=O)cc2)nc2c([nH]c3ccccc32)c1=O | -11 | -3 | 2 | -6 | -2 | 3 | 4 | -1 | -1.1 | 2.0
CC1CC(C)CN(S(=O)(=O)c2ccc(NC(=O)C3CC(=O)N(Cc4ccccc4)C3)cc2)C1 (configuration not stated) | -13 | 1 | -2 | 6 | 4 | 2 | -2 | 0 | -0.1 | 3.2
CN1CCC(N(C)C(=O)/C=C/c2cn(-c3ccccc3)nc2-c2cccs2)CC1 | 4 | . | -3 | -3 | -4 | 6 | 0 | -3 | -2.0 | -0.8
C/C(=N/N=C/c1ccc(N(C)C)cc1)c1ccccc1 | 8 | -2 | 7 | -24 | 1 | -3 | 1 | 5 | 1.1 | -1.5
Cc1ccc(S(=O)(=O)NCC(=O)NCC(=O)OCC(=O)NC(=O)NC(C)(C)C)cc1C | 7 | . | 1 | -18 | -1 | -9 | 4 | 3 | 1.1 | -1.3
CCn1c(O)c(/C=C2\C=Nc3ccccc32)sc1=Nc1ccccc1 | -1 | -1 | 4 | 27 | 3 | 1 | -4 | -4 | 0.7 | 0.2
O=C(CSc1n[nH]c(-c2cccnc2)n1)Nc1ccnc2ccccc12 | 6 | 2 | -4 | -12 | -10 | 0 | -4 | -3 | -1.0 | -1.2
CCCn1nnnc1-c1ccc(Cl)cc1 | 15 | . | 2 | -26 | -2 | 0 | 0 | 0 | 1.1 | -2.7
O=C(Nc1ccc(F)cc1)C1CCCN(c2cnccn2)C1 (configuration not stated) | 18 | -2 | 2 | -6 | -3 | 2 | -5 | 0 | -0.8 | -3.5
COc1ccc(CCNC(=O)CSc2nc(C)cc(C)n2)cc1OC | 3 | -1 | -1 | 3 | 1 | -8 | 11 | -3 | -1.1 | -0.6
CCOC(=O)C1CCN(C(=O)CN2C(=O)NC3(CCCCC3)C2=O)CC1 | 11 | 9 | -6 | 14 | -3 | -1 | -4 | -1 | 0.8 | -2.6
CSc1ccc(/C=C/C(=O)OCC(=O)NC2CCS(=O)(=O)C2)cc1 (configuration not stated) | 7 | -6 | 4 | -10 | -1 | -2 | -3 | 0 | 2.5 | -1.6
O=C(Nc1ccc2c(c1)oc1ccccc12)c1ccc2c(c1)OCO2 | -21 | -5 | 7 | 1 | -2 | -3 | 0 | 3 | 0.0 | 4.0
O=C(Nc1ccc(F)cc1)c1ccc(C(=O)N2CCCC(O)C2)cc1 (configuration not stated) | -4 | -1 | 2 | 7 | -2 | 3 | -4 | -3 | 1.5 | 0.7
Cc1cc(C)c(S(=O)(=O)N2CCCCC2)cc1N(C)S(=O)(=O)c1ccc(Cl)cc1 | 5 | -5 | -1 | -6 | -3 | 7 | 2 | 4 | 1.5 | -0.9
COC(=O)c1sc(NC(=O)c2csc3c2CCCC3)nc1C | -45 | . | -1 | 17 | -3 | -5 | 9 | 2 | -1.2 | 8.4
COc1ccccc1-c1nnc(NC(=O)C(C)SC2=NCCS2)s1 (configuration not stated) | -20 | -8 | 0 | -7 | -3 | -6 | -2 | 2 | -0.8 | 3.5
Cc1cc(Cl)ccc1NC(=O)COC(=O)c1c(C)noc1C | -6 | . | 1 | -2 | -6 | -5 | -1 | 6 | 1.3 | 1.4
COc1ccc2nc(C)cc(Sc3nc4ccccc4s3)c2c1 | -3 | -6 | 6 | -21 | -4 | -8 | 0 | 2 | -2.4 | 0.8
O=C1CCC(=O)N1CCSC(=S)N1CCSCC1 | 8 | -4 | 1 | 16 | -3 | 1 | -7 | 2 | 0.3 | -1.7
O=C(COC(=O)C1=COCCO1)Nc1ccc(OC(F)F)cc1 | 10 | -6 | 1 | -2 | 0 | 12 | 5 | 0 | -0.7 | -2.2

By substructure: the compounds so far with a furan ring, fused or not (two)
SMILES | MOR-DOR inv ag | CAL-PDZ inh HTS | HTR5A ag ctr | HTR5A inv ag | Keap1-Nrf2 PPI | Cardiac RTF inh | RTF Ca sens act | V-ATPase pH | C-LANA FP | MOR-DOR ag
CCNC(=S)NC1CC2CCCC(C1)N2Cc1ccco1 (configuration not stated) | 3 | 0 | 2 | -6 | 0 | -4 | 0 | -5 | -1.4 | -0.5
O=C(Nc1ccc2c(c1)oc1ccccc12)c1ccc2c(c1)OCO2 | -21 | -5 | 7 | 1 | -2 | -3 | 0 | 3 | 0.0 | 4.0

Additional records
SMILES | MOR-DOR inv ag | CAL-PDZ inh HTS | HTR5A ag ctr | HTR5A inv ag | Keap1-Nrf2 PPI | Cardiac RTF inh | RTF Ca sens act | V-ATPase pH | C-LANA FP | MOR-DOR ag
c1ccc2[nH]c(NCCCN3CCOCC3)nc2c1 | 8 | -4 | 4 | -11 | 4 | -10 | 2 | -2 | 1.1 | -1.5
COc1ccc(S(=O)(=O)N2CCC(O)(c3ccc4c(c3)OCO4)CC2)cc1 | -2 | -10 | 2 | -6 | 3 | -8 | 2 | 0 | -0.9 | 0.3
Cc1c(N=Cc2ccccn2)c(=O)n(-c2ccccc2)n1C | 10 | -1 | -5 | -15 | -5 | -1 | -3 | 3 | 0.3 | -1.8
Cc1cc(OCCOCCNCc2ccccc2)ccc1C(C)C | -23 | -4 | 1 | -2 | 3 | -2 | -2 | 0 | 1.5 | 4.6
O=c1[nH]c(N2CCOCC2)nc2ccccc12 | -14 | -1 | -3 | 12 | -4 | -11 | -3 | -2 | -2.8 | 3.0
COC(=O)C(O)(CC(=O)Nc1cccc(SC)c1)C(F)(F)F (configuration not stated) | 7 | -4 | -2 | -3 | -6 | 5 | -3 | 0 | -0.4 | -1.3
Cc1cccc(-n2c(Cc3cc(=O)[nH]c(=O)[nH]3)nnc2SCC(=O)N2CCCCC2)c1 | 13 | . | 7 | -19 | -1 | -4 | -4 | -2 | 1.4 | -2.5
CCCCN(C(=O)c1cccc(-n2cnnn2)c1)c1c(N)n(CC(C)C)c(=O)[nH]c1=O | 8 | -2 | 7 | -18 | 1 | 3 | -5 | 2 | -2.6 | -1.9
COc1ccc(C(C)=O)cc1CSc1nnc(Nc2ccccc2C)s1 | 0 | -1 | -8 | 22 | -2 | -4 | -8 | -3 | 2.1 | 0.0
COc1cc(CN2CCN(C(c3ccccc3)c3ccccc3)CC2)cc(OC)c1OC | -20 | 4 | 1 | -6 | 2 | -5 | -5 | 2 | -0.9 | 4.3
O=C(C1CCCN(S(=O)(=O)c2cnc[nH]2)C1)N1CC(=O)N(CCc2ccccc2)C(=O)C1 (configuration not stated) | 14 | -6 | 1 | -3 | 0 | 1 | 3 | 2 | -0.1 | -2.7
Cc1ccc(C)c(OCCC(=O)NNC(=O)c2ccccc2)c1 | -4 | -1 | -4 | 10 | -3 | 17* | -2 | 0 | 0.6 | 0.8
CCCCNC(=O)CO/N=C(\C)c1cc2ccccc2o1 | 21 | 0 | 1 | 11 | -3 | -3 | -2 | -1 | 1.6 | -4.2
CCCCn1c(N)c(N(CCOC)C(=O)c2cccc(-n3cnnn3)c2)c(=O)[nH]c1=O | -1 | 0 | -7 | 4 | -5 | -10 | 1 | -6 | -0.1 | 0.1
Cc1cc(=O)oc2cc(OCC(=O)N3CCCC(C)C3)ccc12 (configuration not stated) | 0 | -2 | 4 | 5 | -3 | 2 | 2 | 2 | 0.2 | 0.0
O=c1c2ccccc2c(-c2ccc(Br)cc2)nn1Cc1ccccc1 | -12 | -5 | -5 | 12 | 4 | 0 | -1 | -5 | -0.6 | 2.2
Cc1oc2cc3oc(=O)c(CC(=O)NCC(=O)N[C@@H](C(=O)O)c4ccccc4)c(C)c3cc2c1C | 11 | -4 | 5 | 9 | -1 | -6 | 0 | 2 | -1.7 | -2.2
COc1ccc(/C(C)=N\O)cc1OC | 12 | -5 | 5 | 6 | 0 | -4 | 3 | -4 | 0.6 | -2.3
O=C(Cn1cnc([N+](=O)[O-])n1)NCCO | 3 | 0 | 0 | -1 | 0 | -6 | -2 | -1 | 1.7 | -0.6
COc1ccc(C2c3[nH]c4ccccc4c3C[C@H]3C(=O)N(CCCO)CC(=O)N23)c(OC)c1 (some centres not stated) | 3 | -7 | 4 | -13 | 3 | -12 | 2 | -2 | 1.4 | -0.7

Assay outcomes as filed in PubChem.

Random draw from the library; overall some 2.8% were active at least once.
